Screening data (PubChem)
SK-BR-3 tox 24h: SK-BR-3 proliferation inhibitors, primary screen, cell-based, human, 24 h | SK-BR-3 viability, CellTiter-Glo ATP luminescence; stronger effect = lower value | viability, % at 10 µM | actives 0.47% (n = 41,000);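 active means viability at or below the median of all test compounds minus 3 SD, in both replicates if run twice, cut at about 45% in these data; inconclusive means duplicate replicates that disagree with each other; inactive means viability above that cutoff in every replicate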;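 further: 100% = median untreated cell wells and 0% = median positive control drug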
Numbers without * were called inactive; ? = inconclusive.

SMILES	SK-BR-3 tox 24h
O=S(=O)(c1ccc(S(=O)(=O)N(Cc2cccs2)CC2CCCO2)cc1)N1CCCCC1 (stereo not given)	99
COc1ccc(CCNC(=O)CSc2nnc(Cc3csc(N)n3)n2C)cc1OC	95
COc1ccc(N2C(=O)CC(Sc3nc(C)c4c(n3)CCCC4)C2=O)cc1 (stereo not given)	109
CC1C(=NO)C(C)C(c2ccc(N(C)C)cc2)NC1c1ccc(N(C)C)cc1 (stereo not given)	97
Cc1ccc(Cl)cc1N1CCN(S(=O)(=O)c2ccc3c(c2)oc(=O)n3C)CC1	108
CC(=O)N(Cc1cc2ccc(C)c(C)c2n2nnnc12)C1CCCC1	75
O=C(O)C1CC(=O)N(c2ccc(F)cc2)C1 (stereo not given)	107
COc1ccc2nc(NC(=O)C3CCCN3S(=O)(=O)c3ccc(C)cc3)sc2c1 (stereo not given)	105
CCOC(=O)CNC(=O)CSc1nc(NCc2ccccc2)nc(N(C)C)n1	88
CC(=O)NC(CC(C)C)C(=O)NC(Cc1ccccc1)C(N)=O (stereo not given)	91
CCOc1cc(-c2cc(-c3ccc(N)cc3)nc(N)c2C#N)ccc1O	76
Cc1onc(-c2ccccc2Cl)c1C(=O)NCC1CCCO1 (stereo not given)	86
CC(C)Oc1ccccc1C1CC(=O)Nc2cc3c(cc21)OCCO3 (stereo not given)	80
CC(=O)NC(CCS(C)(=O)=O)C(=O)Nc1cccc(C(C)=O)c1 (stereo not given)	89
CCn1c(COc2ccc(C)cc2)nnc1SCC(=O)Nc1ccc(S(N)(=O)=O)cc1	88
CCCCn1c(SCC(=O)N2CCCC2)nc2c1c(=O)n(C)c(=O)n2C	88
CCOC(=O)c1c(C)oc2c1c(C=NCc1ccccn1)c(O)c1ccccc12	110
CCCC(=O)Nc1cc(C)c(NC(=O)Cc2ccccc2)cn1	108
Cc1c(C(=O)Nc2ccccc2)oc2c1C(=O)CC(C)(C)C2	90
C/C(=C(\C#N)C(=O)NCCN1CCOCC1)N(C)C	94

Next part
SMILES	SK-BR-3 tox 24h
O=C(O)CCc1ccc(-c2ccc(Br)cc2)n1Cc1ccco1	97
O=P(OC1CCS(=O)(=O)C1)(c1ccccc1)c1ccccc1 (stereo not given)	123
CCOC(=O)N1CCN(C(=O)c2ccc(C#CC3(O)CCCCC3)cc2)CC1	89
COc1cc(NC(=O)c2cccs2)c(OC)cc1NC(=O)c1ccco1	92
CCCc1nc2ccccc2c(=O)n1NC(=O)c1c(O)c2ccccc2[nH]c1=O	94
O=C(COCCOCC(=O)N(c1ccccn1)C1CCCCC1)N(c1ccccn1)C1CCCCC1	75
COc1ccc(Cl)cc1N(CC(=O)Nc1ccccc1C(=O)NCc1ccco1)S(C)(=O)=O	89
COC(=O)c1[nH]c2ccc(C)cc2c1NC(=O)CN1CCN(c2ccccc2)CC1	94
Clc1ccc(Cc2nn3c(Cn4nnc5ccccc54)nnc3s2)cc1	86
COCCNC(=O)CN1CCC(n2c(C)nc3cc(C(F)(F)F)ccc32)CC1	93
C=CCc1c(C)nc(SCC(=C)C)[nH]c1=O	100
COc1cccc(C2NC(=O)NC(C)=C2C(=O)OCCSC)c1OC (stereo not given)	93
O=C(NCn1ccc(=O)[nH]c1=S)c1ccccc1	80
Cc1nc(-c2ccccc2)nc2[nH]c(=O)n(-c3ccccc3)c(=O)c12	80
O=C1C(C=Nc2ccccc2O)=C(O)c2ccccc21	114
CCOc1ccc(C2C=C(c3ccccc3)Nc3nnnn32)cc1 (stereo not given)	75
O=C(NCC1COc2ccccc2O1)C1C2C=CC3(CN(Cc4ccccc4Cl)C(=O)C13)O2 (stereo not given)	81
CC(=O)N(C)c1ccc(NC(=O)c2ccco2)cc1	87
CS(=O)(=O)NCCC1=CCCCC1	86
CCOc1ccccc1OCCCC(=O)NC1=NCCS1	84

Arranged by molecular weight (rising): 4 of the compounds above.
SMILES	SK-BR-3 tox 24h
CCCC(=O)Nc1cc(C)c(NC(=O)Cc2ccccc2)cn1	108
Cc1ccc(Cl)cc1N1CCN(S(=O)(=O)c2ccc3c(c2)oc(=O)n3C)CC1	108
COc1ccc(CCNC(=O)CSc2nnc(Cc3csc(N)n3)n2C)cc1OC	95
O=S(=O)(c1ccc(S(=O)(=O)N(Cc2cccs2)CC2CCCO2)cc1)N1CCCCC1 (stereo not given)	99

Next part
SMILES	SK-BR-3 tox 24h
Cc1cc(C)n(-c2ccc(C(=O)Nc3ccccn3)cc2)n1	84
Cn1c(Cn2cnc(Cl)c2Cl)nc2ccccc21	88
Cc1nn(C)c(C)c1S(=O)(=O)N1CCC(C(=O)NC2CCCCC2)CC1	75
O=C(Nc1sccc1C(=O)NCc1ccco1)c1cccnc1	80
O=C1OC(N2CCN(Cc3ccccc3)CC2)c2ccccc21 (stereo not given)	87
O=C1c2ccccc2-c2c1nc1c([n+]2[O-])CCCC1	79
CC(C)CCn1c(N2CCOCC2)nc2c1c(=O)n(CC(N)=O)c(=O)n2C	104
CC(=O)Nc1ccc(OC(=O)c2cccnc2)cc1	63
CCOC(=O)CCn1nc(-c2ccc(Cl)cc2)cc1N	79
Oc1ccc2[nH]ccc2c1	83
CCCCc1nnc(NC(=O)C=C(C)C)s1	?
Cc1ccc2cc3cc(C(=O)N4CCN(C(=O)c5ccco5)CC4)sc3nc2c1	92
CC(=O)Nc1ccc(N2CCN(Cc3ccccc3F)CC2)cc1	86
CCOC(=O)c1ccc(NC(=O)c2cc3ccccc3o2)cc1	89
COc1ccc(-c2noc(C3CCCN(S(=O)(=O)c4cccc(Cl)c4C)C3)n2)cc1OC (stereo not given)	66
CCOc1cc(C)nc(Oc2ccc(=O)[nH]n2)n1	114
CCOC(=O)c1sc(NC(=O)CSc2nnc(-c3ccco3)n2CC)c(C(=O)OCC)c1C	114
CC(=O)O[C@H]1C[C@@H]2CC[C@@H]3[C@H](CC[C@@]4(C)[C@H]3C[C@H]([N+]3(C)CCCCC3)[C@@H]4OC(C)=O)[C@@]2(C)C[C@@H]1[N+]1(C)CCCCC1	90
CSc1nc2sc3c(c2c2nnnn12)CCC3	90
CCOC(=O)C1=C(C)N(C)C(=O)NC1c1cc2c(cc1Br)OCO2 (stereo not given)	87

Further entries:
SMILES	SK-BR-3 tox 24h
COc1ccc(-c2nnc(SCC(=O)Nc3ccccc3OC)o2)cc1	89
CC(C)CNC(=O)C1CCN(c2ccc(S(=O)(=O)N3CCOCC3)cc2)CC1	90
CCCCOP(=O)(c1ccc(N(C)C)cc1)C(O)c1ccccc1F (stereo not given)	79
O=C(CSc1nc2ccccc2[nH]1)Nc1cc(C(F)(F)F)ccc1N1CCOCC1	87
Cc1cc(C)nc(SCc2nnc(SCc3ccccc3Cl)o2)n1	87
CNC(=O)CN(C1CCCCC1)S(=O)(=O)c1ccc(F)cc1	81
Oc1ccc2ccccc2c1C=NC12CN3CCN(CN(C3)C1)C2	116
O=C(Nc1ccc(-c2nc3ccccc3o2)cc1)c1ccc2c(c1)OCO2	86
O=CN1CC(=O)N(c2ccccc2)c2c([nH]c3ccccc23)C1	114
COc1ccc(-c2nc3ccccc3s2)cc1O	104
CCOc1ccc(-c2noc(CCC(=O)NC)n2)cc1OCC	85
COc1ccc2c(c1)-c1nc(NC(=O)c3cccs3)sc1CC2	85
Cc1ccc2c(c1)N(CC(=O)Nc1ccc3c(c1)OCCO3)C(=O)CO2	67
O=C(CSC1=NCCS1)NCc1ccco1	88
O=C(c1cc2n(n1)C(C(F)(F)F)CC(c1ccc(Cl)cc1)N2)N1CCCC1 (stereo not given)	93
Cc1cc2nc(SCC(=O)Nc3nonc3C)c3c(c2cc1C)CCCC3	72
CCOC(=O)/C(C#N)=C(/C)c1ccc(OC)cc1	89
Cc1noc(C)c1S(=O)(=O)NC1CCCc2ccccc21 (stereo not given)	89
Cc1cc(S(=O)(=O)NCC(C)C)ccc1OCC(=O)NCc1ccccn1	86
Cc1ccc2c(c1)c(C)c(C)n2CC(O)Cn1nnc2ccccc21 (stereo not given)	72

(more compounds)
SMILES | SK-BR-3 tox 24h
NC(=O)Cn1nnc(-c2ccc(C(F)(F)F)cc2)n1 | 80
Cc1ccc(-c2cc(C(F)F)nc(NCC3CCCO3)n2)cc1 (stereo not given) | 108
CCN1CCN(S(=O)(=O)c2ccc(Br)s2)CC1 | 87
Oc1ccc(COCc2ccccc2)c2cccnc12 | 49
O=C(COc1cc(Cl)c(Cl)cc1Cl)NCCN1CCOCC1 | 86
CCOC(=O)C1CCCCN1Cc1ccccc1C(F)(F)F (stereo not given) | 87
CC1(C)CC(C(=O)Nc2nccs2)CCO1 (stereo not given) | 100
COC(=O)c1c(NC(=O)CN2CCN(C(=O)c3ccco3)CC2)c2c(C)cccc2n1C | 119

Later entries
SMILES | SK-BR-3 tox 24h
COC(=O)[C@@H](NC(=O)NC1CCCc2ccccc21)C(C)C (stereo not given in full) | 108
COC(=O)c1nnc(-c2ccccc2)c(-c2ccccc2)n1 | 104
CC(C)CCNC(=O)CN(CCCN1CCOCC1)C(=O)Cn1nnc(-c2ccc(F)cc2)n1 | 89
COc1ccc(CCNC(=O)c2c[nH]c3ccccc3c2=O)cc1OC | 98
O=C(COc1ccc(F)cc1)OCCN1CCOCC1 | 106
CCC(Sc1nc2n[nH]c(C)c2c(=N)n1-c1cc(Cl)ccc1C)C(=O)N1CCOCC1 (stereo not given) | 68
Cc1ccc(-c2nc(-c3ccccn3)no2)cc1 | 75
O=C(Cn1nnc2ccccc21)NC1CCCCC1 | 76

(listing goes on)
SMILES | SK-BR-3 tox 24h
N#CCCN(CCC#N)C(=O)c1ccc(Cl)cc1 | 82
Cc1cn(CC2COC(C)(C)O2)c(=O)[nH]c1=O (stereo not given) | 90
O=C(Nc1cccnc1)c1cnn2cccnc12 | 119
CC(C)=C1C2CC2C2C(C(=O)O)C12 (stereo not given) | 79
CC(=O)Nc1nn(C)c2nc3cc(C)ccc3cc12 | 104
O=C1CCCN1CC(CN1CCOCC1)Sc1nc2ccccc2c(=O)n1-c1ccccc1 (stereo not given) | 103
CCc1c(C)c2ccc(OCC(=O)OC)cc2oc1=O | 83
CN1CCc2c(sc3nc(SCC(=O)N4CCOCC4)nc(N)c23)C1 | 75

Next part:
SMILES | SK-BR-3 tox 24h
O=C(CN1CCCN(S(=O)(=O)c2ccc(F)cc2)CC1)Nc1ccccc1Br | 78
O=c1cc(N2CCCCC2)nc2n1CCCS2 | 102
CCN(CC)CCn1cnc2c([nH]c3cccc(OC)c32)c1=O | 108
Cc1ccc(NS(=O)(=O)c2ccc(CCC(=O)N3CCOCC3)cc2)cc1 | 74
Cc1cc(C)n(-c2nncc(-c3ccccc3)n2)n1 | 106
O=S(=O)(c1cccc2cccnc12)n1cnc2ccccc21 | 91
N#Cc1ccc(NC(=O)c2cc3cc4c5c(c3oc2=N)CCCN5CCC4)cc1 | 84
Fc1ccc(N2CCN(c3nc(-c4ccco4)cc(C(F)(F)F)n3)CC2)cc1 | 89

2 records picked at random from the list so far, as already listed:
SMILES | SK-BR-3 tox 24h
Cc1ccc(Cl)cc1N1CCN(S(=O)(=O)c2ccc3c(c2)oc(=O)n3C)CC1 | 108
O=C(COCCOCC(=O)N(c1ccccn1)C1CCCCC1)N(c1ccccn1)C1CCCCC1 | 75

The main list resumes, repeating the six entries before the break.
SMILES | SK-BR-3 tox 24h
CCN(CC)CCn1cnc2c([nH]c3cccc(OC)c32)c1=O | 108
Cc1ccc(NS(=O)(=O)c2ccc(CCC(=O)N3CCOCC3)cc2)cc1 | 74
Cc1cc(C)n(-c2nncc(-c3ccccc3)n2)n1 | 106
O=S(=O)(c1cccc2cccnc12)n1cnc2ccccc21 | 91
N#Cc1ccc(NC(=O)c2cc3cc4c5c(c3oc2=N)CCCN5CCC4)cc1 | 84
Fc1ccc(N2CCN(c3nc(-c4ccco4)cc(C(F)(F)F)n3)CC2)cc1 | 89
O=C(CSc1nnc(-c2ccccc2Br)o1)Nc1cccc2ccccc12 | 88
CCOC(=O)C1=C(C)NC(=O)NC1c1cc(C)sc1C (stereo not given) | 89
O=S(=O)(c1cccc(-c2nnc(-c3ccc(Br)cc3)o2)c1)N1CCCCCC1 | 75
Cc1cc(C)n(CC(=O)n2nc(C)cc2C)n1 | 97
CN(C)C(=O)Cn1c(SCC(=O)N2CCCc3ccccc32)nc2ccccc21 | 80
O=C(NCCNC(=O)C1CC2CCC1C2)C1CC2CCC1C2 (stereo not given) | 89
COc1cc2ccccc2cc1C(=O)Nc1ccc(N2CCN(C)CC2)cc1 | 76
O=C(CP(=O)(CO)CO)c1ccc(Cl)cc1 | 87

Carrying on:
SMILES | SK-BR-3 tox 24h
CC12COC3(C(=O)N4CCN(c5ccccn5)CC4)CC1CCC32C (stereo not given) | 83
COC(=O)CCCC[C@H]1SC[C@H]2NC(=O)N[C@]21O | 93
CCSc1nnc(NC(=O)NCC(F)(F)F)s1 | 105
CCc1nnc(NC(=O)CSc2nnc(CSc3nc(C)cc(C)n3)n2CC)s1 | 82
Cc1ccc(-c2nnn(CC(=O)NCC3COCCO3)n2)o1 (stereo not given) | 81
CCCCCCN1C(=O)C(O)=C(C(C)=O)C1c1ccc(Cl)cc1 (stereo not given) | 106
O=C(c1ccccc1)c1ccc(CN2C(=O)c3ccccc3C2=O)o1 | 100
CCCn1cc(S(=O)(=O)CC(=O)N2CCc3ccccc32)c2ccccc21 | 90

Next records follow.
SMILES | SK-BR-3 tox 24h
CN(C)S(=O)(=O)c1ccc(C(=O)Oc2ccccc2)cc1 | 94
CCc1c(C)sc(NC(=O)c2ccco2)c1C(=O)N1CCCCC1 | 88
O=C(O)C1(NS(=O)(=O)c2ccc(F)c(Cl)c2)CCCCC1 | 93
CN1CCN(C(=O)c2ccccc2NC(=O)Cc2ccccc2)CC1 | 107
O=S(=O)(Nc1ccc2c(c1)OCO2)c1cccs1 | 99
COc1ccccc1-c1nc(C#N)c(N2CCN(c3ccccc3)CC2)o1 | 62
Cc1c(N=Cc2ccco2)c(=O)n(-c2ccccc2)n1C | 89
COC(=O)CCC(=O)c1oc2ccc(Br)cc2c1N | 107

Single values from above:
`O=C(O)C1(NS(=O)(=O)c2ccc(F)c(Cl)c2)CCCCC1` in SK-BR-3 tox 24h reads 93
`CCc1c(C)sc(NC(=O)c2ccco2)c1C(=O)N1CCCCC1` in SK-BR-3 tox 24h reads 88
`Cc1c(N=Cc2ccco2)c(=O)n(-c2ccccc2)n1C` in SK-BR-3 tox 24h reads 89
`O=S(=O)(Nc1ccc2c(c1)OCO2)c1cccs1` in SK-BR-3 tox 24h reads 99

Not all compounds are listed (hit frequency here may not be typical).
